Bioassay records (PubChem)
HCT116 PTEN-null: suppresses growth of cells with PTEN deletion. HCT116 PTEN-null viability, CellTiter-Glo, 60 h; active compounds read low. viability, % at 10 µM. actives 1.2% (n = 140,000);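 active = viability at or below a set limit, 4 SD under the median of all tested compounds, cut at about 3.7% in these data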;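 also: PTEN knockout HCT116 line with beta catenin targeted HCT116 as companion control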
Measles CPE: protection of cells from measles virus | Measles virus-infected cells, CPE protection, absorbance | protection (pct of control), % at 4 µM | actives 1.5% (n = 140,000); in the data active = protection mostly above about 24%, no sharp cut-off; inactive = mostly below about 26%; also: some compounds called inactive have numbers as strong as hits
BB579 growth dn: yeast BB579 growth reduction in restrictive medium; S. cerevisiae BB579 growth, OD615, 48 h; inhibition, % at 10 µM; actives 0.51% (n = 140,000); AID 804;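 active = inhibition above a set limit, 3 SD over the mean compound inhibition, cut at about 44% in these data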; also: inactives centre near -24
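Assay system: S. cerevisiae DeaD strain BB579 yeast. Medium: CSMM-D restrictive synthetic medium containing dextrose (glucose). Times: 4 h cell preincubation, 48 h compound exposure, 30 °C humidified. Signal: OD615 turbidity measurement. Benchmarks: positive control amphotericin B 10 µg/mL.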
Phagocytosis inh: inhibitors of macrophage phagocytosis | J774A.1 macrophage IgG-bead phagocytosis, imaging | actives 0.07% (n = 110,000) | inhibition, % at 5 µM;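 active = inhibition above the mean of the plate negative controls plus 5 SD, cut at about 13% in these data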;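 also: phagocytic index as fraction of beads internalized from green versus red external bead signal; plate controls were DMSO negative control for no effect and cytochalasin-D positive control for full effect; some results beyond the cut were filed as inactive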
MRP-1 activ: MRP-1 activation | H69AR cells + doxorubicin, viability rescue, CellTiter-Glo | viability increase, % at 10 µM | actives 0.61% (n = 140,000) | AID 799;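 active = viability gain under doxorubicin at or above a set limit, the compound median plus 3 SD, cut at about 4.7% in these data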;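 also: MRP-1 overexpressing cells given doxorubicin 25 µM after compound pretreatment; 18-22 h compound pretreatment then 72 h with doxorubicin before readout; 0% = doxorubicin-only wells and 100% = vehicle-treated cells without doxorubicin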
bCat KO growth: beta-catenin-lacking colon tumor cell growth suppression; HCT116 beta-catenin knockout viability, CellTiter-Glo, 60 h; active compounds read low; viability, % at 10 µM; actives 1.5% (n = 140,000); AID 818;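 active = viability at or under a set limit, the compound median less 4 SD, cut at about 6% in these data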;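 also: 0% = Hyamine 1622 control at 20 µM and 100% = untreated cell control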
E-sel TNF inh: blocks E-selectin expression induced by TNF alpha | HUVEC TNFa-induced E-selectin immunofluorescence, high content | inhibition, % at 2 µM | actives 0.71% (n = 120,000);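 active = inhibition above the batch mean plus 3 SD, and confirmed as a hit on visual image review, cut at about 43% in these data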;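 also: 0% = TNF-stimulated DMSO wells and 100% = unstimulated control wells; not every result past the cut was called active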
Yeast life ext: extends the lifespan of yeast | S. cerevisiae growth with nicotinamide, OD615; deaD strain in restrictive glucose medium | inhibition of the nicotinamide effect, % at 10 µM | actives 0.68% (n = 130,000);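 active = inhibition above a set limit, placed 3 SD over the median of all compounds, cut at about 26% in these data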;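 also: 0% = nicotinamide-treated wells and 100% = cells grown without nicotinamide; some compounds called inactive have numbers as strong as hits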
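Assay system: DeaD-strain S. cerevisiae. Medium: CSMM-D glucose medium, restrictive. Reagent: nicotinamide, 1.5 mM, co-present with compound. Compound: 10 µM single point, 0.25% DMSO. Schedule: culture preincubation 4 h, compound exposure 48 h, both 30 °C. Detection: absorbance at 615 nm.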
NPY Y2 blocker: blocks the human neuropeptide Y Y2 receptor. NPY-Y2 expressing cells, antagonist mode. inhibition, % at 2.7 µM. actives 0.99% (n = 140,000); in the data active = inhibition above about 17%;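 also: 0% = vehicle with agonist challenge and 100% = reference antagonist with challenge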
Target sequence (P49146 whole entry, looked up): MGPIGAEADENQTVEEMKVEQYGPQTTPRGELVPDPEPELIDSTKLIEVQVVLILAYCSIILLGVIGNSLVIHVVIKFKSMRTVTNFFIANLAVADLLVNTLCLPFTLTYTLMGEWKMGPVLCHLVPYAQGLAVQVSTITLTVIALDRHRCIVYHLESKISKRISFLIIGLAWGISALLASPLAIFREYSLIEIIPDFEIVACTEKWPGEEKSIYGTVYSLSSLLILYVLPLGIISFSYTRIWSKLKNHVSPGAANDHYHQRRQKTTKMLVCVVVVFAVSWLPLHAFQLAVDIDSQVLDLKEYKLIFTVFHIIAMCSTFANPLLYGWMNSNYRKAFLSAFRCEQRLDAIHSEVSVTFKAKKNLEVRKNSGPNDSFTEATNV
GALR2 antag: GALR2 (human) receptor antagonism; inhibition, % at 4 µM; O43603; actives 0.39% (n = 140,000); GALR2-expressing cells, antagonist mode; in the data active = inhibition above about 27%;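 also: cells stimulated with galanin 1-16 at roughly its EC80; 0% = agonist challenge control and 100% = basal control without agonist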
Target sequence (O43603 whole entry, looked up): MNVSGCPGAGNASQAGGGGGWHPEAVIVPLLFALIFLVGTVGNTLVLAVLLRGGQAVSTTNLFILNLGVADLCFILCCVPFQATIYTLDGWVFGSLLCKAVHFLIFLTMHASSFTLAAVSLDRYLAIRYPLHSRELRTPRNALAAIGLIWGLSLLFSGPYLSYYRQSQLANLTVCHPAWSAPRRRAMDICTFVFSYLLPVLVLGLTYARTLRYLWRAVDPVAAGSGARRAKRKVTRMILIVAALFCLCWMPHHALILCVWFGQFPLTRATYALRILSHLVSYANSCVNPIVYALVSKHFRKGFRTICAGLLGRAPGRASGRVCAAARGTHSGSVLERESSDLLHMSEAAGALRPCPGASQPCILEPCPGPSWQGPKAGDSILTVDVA
Active calls of the source: *; . = no result given. Compounds were not picked by outcome; overall some 6.1% were active at least once.

Structure	Yeast life ext	GALR2 antag	E-sel TNF inh	bCat KO growth	HCT116 PTEN-null	NPY Y2 blocker	MRP-1 activ	BB579 growth dn	Measles CPE	Phagocytosis inh
Cc1cc(S(=O)(=O)N2CCN(Cc3ccc4c(c3)OCO4)CC2)cc(C)c1N1CCCC1=O	-12	1	2	36	35	2	-0.6	-1	13	1
COC(=O)CSc1nc(N)c(NC(=O)c2ccc(OC)c(OC)c2)c(=O)[nH]1	-6	-2	.	107	116	1	1.0	-3	21	0
COc1ccc2[nH]c3nc(SCc4nnc(-c5ccccc5)o4)nnc3c2c1	-6	2	5	81	73	3	-1.6	-14	9	0
O=C(CN1c2ccccc2Sc2ccccc21)NNC(=S)Nc1ccc(Cl)cc1Cl	13	-13	7	75	85	-5	-5.0	-23	5	.
O=[N+]([O-])c1ccc(/C=N/NC(=S)Nc2ccccc2C(F)(F)F)o1	-1	-10	20	78	68	2	-3.7	28	14	-9
NC(=O)CSc1nnc(-c2ccc(S(=O)(=O)N3CCCC3)cc2)n1Cc1ccco1	-8	-7	.	101	108	-2	-0.6	6	7	-2
O=C(Cc1cccs1)NCc1ccncc1	3	7	64*	91	100	-2	-2.0	-3	3	0
CCOC(=O)C(C)c1ccc2cc(OC)ccc2c1 (stereo unspecified)	6	9	-27	78	82	6	-2.9	-7	5	.
Cc1cc(C(=O)COC(=O)CNS(=O)(=O)c2ccc3ccccc3c2)c(C)n1-c1ccccc1	-4	-7	.	85	75	5	1.1	-31	14	-2
COc1cccc(OC)c1OCCCOc1c(OC)cccc1OC	-4	14	-3	100	99	2	-0.5	-32	1	-1
CCn1c(SCC(=O)Nc2sc(C)c(C)c2C#N)nnc1C(C)C	-16	6	-19	101	99	4	-2.0	-43	11	-3
Cc1ccccc1NC(=O)NCCCN1CCN(C2CCCCC2)CC1	-12	6	-18	91	101	5	-0.3	-44	10	-4
O=C1c2ccccc2C(Nc2cccnc2)N1Cc1ccccc1 (stereo unspecified)	-1	0	6	98	94	2	-3.1	-15	7	0
CCOC(=O)CCc1nn(C)c(=O)c2ccccc12	-1	-2	18	91	88	1	0.3	-56	7	-3
COc1ccc2c(c1)C(SCC(=O)NCc1ccccc1)CC(C)(C)O2 (stereo unspecified)	4	0	-33	90	95	3	-1.6	-23	5	.
CCCNS(=O)(=O)c1ccc(NC(=O)c2ccccn2)cc1	-6	3	-22	89	90	3	-3.1	-9	12	0
O=C(CC1Sc2ccccc2NC1=O)c1ccc(Br)cc1 (stereo unspecified)	2	1	-10	87	86	2	-2.0	-33	5	-2
COC(=O)CNC(=O)c1c(C)cc(=O)oc1C	-19	-15	10	96	105	1	-0.8	-39	5	-2
COc1ccccc1-c1nc(C#N)c(N2CCC(Cc3ccccc3)CC2)o1	-9	-11	.	87	92	12	2.7	-48	5	4
COc1ccccc1CNC(=O)C1CCC(CNc2c(N3CCOCC3)c(=O)c2=O)CC1 (stereo unspecified)	0	2	.	100	106	1	-1.2	-34	5	0
COC(=O)CC1SC(=O)NC1=Nc1ccc(OC)cc1 (stereo unspecified)	11	7	1	100	106	2	-0.3	-58	2	-2
CC1=NN(c2nc(-c3ccc(C)cc3)cs2)C(=O)C1N=Nc1ccc2ccccc2c1 (stereo unspecified)	-2	3	-3	91	79	2	-1.4	-45	7	0
O=C(Nc1ccc(Cl)c(Cl)c1)Nc1ccccc1NS(=O)(=O)c1cccs1	-4	0	.	95	97	-3	-2.0	-50	5	-12
COC(=O)c1[nH]c2ccc(F)cc2c1NC(=O)CCN1CC(C)OC(C)C1 (stereo unspecified)	-1	7	-20	95	97	1	-2.8	-22	2	0
CCN(CC)c1ccc(C(=O)O)cc1	2	-8	.	98	89	1	-0.9	-14	4	.
N#Cc1ccccc1OCCOCCNC1CCCC1	9	-10	.	96	99	2	-1.6	-44	1	-10
CC1=C(C(=O)Nc2ccc(C)cc2C)C(c2ccc(C)o2)NC(=S)N1 (stereo unspecified)	3	21	.	100	96	3	-1.7	-21	15	.
CCCC(=O)N(c1ccc2oc(C)c(C(C)=O)c2c1)S(=O)(=O)c1ccc(C)c([N+](=O)[O-])c1	-6	4	.	73	82	2	-1.8	-2	5	1
COc1ccc(-c2nc(-c3ccc(Br)cc3)no2)c(OC)c1	-13	-14	-6	97	101	0	-1.2	-24	6	-1
CC(Sc1nc(NCc2ccccc2)nc(N(C)C)n1)C(=O)Nc1ccccc1 (stereo unspecified)	-25	-12	-15	78	64	12	-5.2	-20	9	1

Additional results:
Structure	Yeast life ext	GALR2 antag	E-sel TNF inh	bCat KO growth	HCT116 PTEN-null	NPY Y2 blocker	MRP-1 activ	BB579 growth dn	Measles CPE	Phagocytosis inh
COc1ccccc1CNC(=O)c1oc2ccc(S(=O)(=O)N3CCCC3)cc2c1C	-10	-3	.	77	70	0	0.4	-10	15	-1
O=c1ccn(CCOc2ccc(Cl)cc2)c(=O)[nH]1	-9	1	.	98	96	0	1.5	-40	10	.
CCN1CCN(CC(O)COc2ccc3c(c2)CCC3)CC1 (stereo unspecified)	1	-4	.	99	102	0	-1.7	13	14	-8
O=C(NC1=NCCS1)C1CC(=O)N(c2ccc(F)cc2)C1 (stereo unspecified)	-6	-16	-33	83	90	4	-2.2	-2	4	-1
O=C(Nc1cccc(Oc2ccc3c(c2)C(=O)NC3=O)c1)c1cccs1	-3	1	.	91	94	4	3.0	-33	19	-6
CCOc1ccc(Nc2cc(C)nc(-n3nc(C)cc3C)n2)cc1	-8	14	35	21	15	1	-3.6	10	43*	1
Cc1nc(NC(=O)CSc2ccccc2N)sc1C	-28	7	0	87	93	2	-4.5	4	7	-3
O=C(N/N=C/c1ccccc1OCc1ccccc1)c1cccs1	7	22	.	115	103	8	0.2	-22	22	1
COc1cccc(OCc2ccc(C(=O)NCC3CCCO3)cc2)c1 (stereo unspecified)	-4	5	.	88	92	2	0.1	-16	25	-5
COc1ccc(NC(=O)c2cc3c([nH]c4ccccc43)c(C)n2)cc1	4	3	.	91	92	-1	1.2	-40	8	-2
O=C(NCc1ccc2c(c1)OCO2)c1ccc(COc2cccc(Cl)c2)o1	-17	-1	.	94	82	12	2.7	2	7	-1
O=C(c1ccc2nc3ccc(Cl)cc3c(=O)n2c1)N1CCOCC1	-11	-4	-52	94	86	6	-1.1	-46	10	.
Cn1c(SCC(=O)N2CCc3ccccc32)nnc1-c1ccc(S(=O)(=O)N2CCCC2)cc1	1	18	35	93	91	1	-0.9	-15	3	-7
Cc1nc2ccc(Cl)cc2c(-c2ccccc2F)c1CC(=O)O	5	10	-14	91	99	4	-1.5	-5	14	-9
CCCC(=O)Nc1ccc(Br)c(Cl)c1	-9	11	27	95	94	-2	-1.3	-3	19	.
CCc1c(C)nc2ncnn2c1N1CCC(C(=O)Nc2ccccc2)CC1	-6	-5	37	68	80	-3	-1.5	-49	5	0
COc1ccc(C(=O)NNC2CC(=O)N(Cc3ccc(Cl)cc3)C2=O)cc1OC (stereo unspecified)	-2	-11	.	90	91	4	-1.8	-23	22	-6
C=CCN=C(NC#N)SCc1ccccc1Cl	-13	-22	4	93	80	4	-2.1	-61	11	-1
Cn1c(Cn2c(=O)sc3ccccc32)nnc1SCC(N)=O	-1	7	-24	99	101	4	-1.6	-33	9	.
C=CCN(c1ccc(C(N)=O)cc1)S(C)(=O)=O	-6	-2	-1	101	92	2	0.1	-26	31	0
Fc1ccc(CNn2cnnc2SCc2ccc(F)cc2)cc1	.	0	-1	91	94	3	-3.2	-13	8	.
CC(=O)c1ccc2c(c1)c1ccccc1n2CC(C)C	-6	-4	-13	89	90	11	-3.8	-55	6	0
C1=C(c2ccccc2)Nc2nnnn2C1	-18	-6	-48	104	92	2	-1.2	-27	30	3
CCOC(=O)/C(C(C)=O)=C1/OC(=O)c2ccccc21	5	-19	-3	95	102	3	0.0	-78	6	-1
CCCCCn1c(N2CCC(C(N)=O)CC2)nc2c1c(=O)[nH]c(=O)n2C	8	-4	12	92	101	-2	0.5	-69	1	0
COC(=O)[C@@]1(Cc2ccc(F)cc2)[C@H]2c3cc(C(=O)N4CCCC4)n(CCc4ccccn4)c3C[C@H]2CN1C(=O)c1ccccc1	4	-5	-14	78	79	8	-2.1	-32	17	.
COc1ccccc1NS(=O)(=O)c1cc(C)ccc1C	2	1	10	96	87	3	0.0	-65	4	1
COc1cccc(NC(=O)C2CCCN(S(=O)(=O)c3cccc4nsnc34)C2)c1 (stereo unspecified)	-5	-2	-34	82	100	1	-1.8	-43	6	0
CCOc1ccccc1NC(=O)CCN1CCN(S(=O)(=O)c2ccc(Br)cc2)CC1	-1	6	-16	91	93	1	-3.0	-41	23	-1
COc1cc(C2C(C(=O)c3cccs3)=C(O)C(=O)N2Cc2ccco2)cc(OC)c1OC (stereo unspecified)	-4	10	-1	101	95	7	-2.0	-53	2	.
